phage Ecoli inh = E. coli growth loss with phage present | inhibition, % at 11.9 µM | growth absorbance | actives 0.26% (n = 360,000); in the data active means inhibition above about 11%
SR-BI uptake up = enhances SR-BI lipid uptake from DiI-HDL; CHO ldlA[mSR-BI] cells, DiI-HDL uptake fluorescence, 3 h; 100 = double the neutral-control signal; activation, % at 12.5 µM; actives 0.096% (n = 320,000); AID 504775;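 active means mean replicate activation of at least 60% and every replicate at or above 60%; inconclusive means mean or all-replicate condition met, but not both; inactive means mean below 60% and not all replicates reaching 60%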;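 further: 0% = median plate neutral-control signal and 100% = twice that signal; values of inactives mirror those of a sister screen read the other way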
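Material: SR-BI-overexpressing, LDLR-lacking CHO cells; schedule: compound exposure 3 h, 37 °C; reagent: DiI-labelled HDL at 10 µg/mL final; technique: bottom-read fluorescence, 550/595 nm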
CAL PDZ FP-1 = inhibitors of human CAL PDZ peptide binding; Q9HD26; purified CAL PDZ, TMR-peptide fluorescence polarization, 1 h; inhibition, % at 24.9 µM; actives 0.92% (n = 300,000); AID 602252;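 active means mean inhibition of at least 30% with at least half of replicates also reaching 30%; inconclusive means no clear call, values can overlap the other calls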;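 further: 0% = DMSO neutral control and 100% = excess unlabeled competitor peptide PRC23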
SR-BI DiI inh = blocks mouse SR-BI lipid uptake from DiI-HDL; Q61009; ldlA[mSR-BI] CHO cells, DiI-HDL uptake fluorescence, 3 h; inhibition, % at 12.5 µM; actives 0.96% (n = 320,000); AID 488896;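 active means mean replicate inhibition of at least 70% and a set share of replicates each scoring 70 or more; inconclusive means meets just one of the two criteria; inactive means fails both criteria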;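 further: 0% = median of neutral control wells and 100% = median of positive control wells; values of inactives mirror those of a sister screen read the other way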
Target sequence (Q61009 whole entry, looked up): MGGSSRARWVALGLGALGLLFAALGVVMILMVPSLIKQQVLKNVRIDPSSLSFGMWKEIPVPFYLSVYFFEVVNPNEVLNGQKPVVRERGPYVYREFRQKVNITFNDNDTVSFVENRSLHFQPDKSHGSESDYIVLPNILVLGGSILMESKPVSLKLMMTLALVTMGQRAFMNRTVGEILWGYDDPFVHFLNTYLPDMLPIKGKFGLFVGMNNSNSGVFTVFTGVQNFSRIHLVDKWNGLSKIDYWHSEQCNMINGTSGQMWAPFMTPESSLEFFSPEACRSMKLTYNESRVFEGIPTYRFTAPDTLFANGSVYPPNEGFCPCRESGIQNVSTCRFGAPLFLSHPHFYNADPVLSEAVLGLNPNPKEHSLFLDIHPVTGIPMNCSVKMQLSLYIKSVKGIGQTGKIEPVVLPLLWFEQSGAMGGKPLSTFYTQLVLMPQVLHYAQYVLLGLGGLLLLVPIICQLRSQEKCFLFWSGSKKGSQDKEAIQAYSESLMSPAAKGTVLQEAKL
CAL PDZ FP-2 = blocks peptide binding to human CAL PDZ domain | inhibition, % at 20 µM | purified CAL PDZ, TMR-peptide fluorescence polarization, 1 h | AID 504414 | actives 0.02% (n = 330,000) | Q9HD26;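 active means highest replicate inhibition of at least 40%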;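 further: plate controls were DMSO neutral control wells for no effect and unlabeled competitor peptide control wells for full effect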
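Material – purified CerCALP PDZ construct · Detection – FP readout, S and P plane fluorescence · Measure – percent inhibition from loss of millipolarization · Controls – unlabelled peptide for full inhibition, DMSO wells as neutral · Probe or stimulus – TMR-labelled reporter peptide T*-PRC34 bound in PDZ groove · Times – 1 h at RT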
AddAB inh = less growth of phage-infected E. coli with AddAB; E. coli expressing H. pylori AddAB, absorbance growth; inhibition, % at 11.9 µM; actives 0.29% (n = 330,000); AID 435030; in the data active means inhibition above about 12%;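 further: 0% = vehicle wells of infected cells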
Tat transport = inhibitors of E. coli Tat protein transport; E. coli MC4100 TorA-mCherry Tat export, fluorescence; inhibition, % at 10 µM; actives 0.036% (n = 340,000); AID 488895;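 active means mean replicate inhibition at least 50% and at least half of replicates individually reaching 50%; inconclusive means only one of the two criteria met; inactive means neither criterion met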;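 further: exported cargo escapes ClpAP degradation while cytoplasmic cargo is degraded and loses fluorescence; 0% = median of neutral control wells and 100% = median of NaSCN control wells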
Ecoli viability = bacterial growth inhibition, counter-screen for AddAB inhibitors; E. coli V3065 growth, OD600 absorbance, 18 h; inhibition, % at 11.9 µM; actives 0.27% (n = 330,000);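 active means inhibition above the campaign's mean inhibition across all tested compounds plus 3 SD, cut at about 9.9% in these data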;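 further: uninfected addAB+ strain grown without phage in ampicillin broth; 0% = DMSO wells and 100% = ciprofloxacin 0.95 µg/ml wells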
MITF act = activators of MITF-driven TRPM1 promoter activity in SK-MEL-5 cells; actives 0.75% (n = 300,000); activation, % at 12.5 µM; SK-MEL-5 TRPM1-promoter luciferase, 24 h; % of positive control, neutral wells = 0;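 active means mean activation of at least 80% with every replicate also reaching 80%; inconclusive means mean reaches 80% but some replicate falls short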;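 further: 0% = neutral control wells and 100% = parthenolide positive control wells; values of inactives mirror those of a sister screen read the other way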
Wnt act = Wnt/beta-catenin pathway activation | Wnt/beta-catenin reporter cell assay, activator, plate reader | activation, % at 9.35 µM | actives 1.2% (n = 300,000); in the data active means activation above about 30%, passing the limit was not always enough; inconclusive means no clear call, values can overlap the other calls;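 further: 0% = neutral control wells and 100% = positive control wells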
An asterisk follows results filed as active; ? = inconclusive; . = not tested or not shown.

SMILES	phage Ecoli inh	SR-BI uptake up	CAL PDZ FP-1	SR-BI DiI inh	CAL PDZ FP-2	AddAB inh	Tat transport	Ecoli viability	MITF act	Wnt act
CCCN(CC#CC(O)(c1ccccc1)c1cccnc1)CCC (centres undefined)	0.2	16	-1	-16	-1.5	4.1	1	3.4	-11	0
O=C(CCCn1c(SCC(=O)c2ccccc2)nc2ccccc2c1=O)NCC1CCCO1 (centres undefined)	2.8	-9	-5	9	-0.7	-0.5	9	-1.7	-4	.
CCOC(=O)N1CCC(N2Cc3cccc(C(=O)Nc4ccc(F)cc4)c3C2=O)CC1	2.4	-27	4	27	-1.9	1.0	2	-3.3	4	-11
COc1ccccc1-n1c(CNC(=O)c2ccco2)nnc1SCC(=O)Nc1nccs1	3.8	4	.	-4	-0.8	-1.1	1	1.8	.	2
CC1S/C(=C(\C#N)C(=O)NCc2ccco2)N(c2ccc(F)cc2)C1=O (centres undefined)	-0.3	-10	0	10	0.9	-0.6	-6	0.2	8	.
O=C(Nc1nccs1)C1CCCN1S(=O)(=O)c1ccc(Cl)cc1 (centres undefined)	2.4	-10	-2	10	-1.5	1.2	8	1.7	-4	-2
CCNC(=S)N1CCN(C(=O)c2ccco2)CC1	-0.2	24	.	-24	-2.0	1.8	-1	-2.2	4	.
CC(OC(=O)Cn1ccccc1=O)C(=O)Nc1cc(Cl)cc(Cl)c1 (centres undefined)	1.4	13	-5	-13	0.0	2.7	0	1.1	.	3
CCCCS(=O)(=O)N1CCN(S(=O)(=O)c2ccc(Cl)s2)CC1	0.1	13	-2	-13	-1.4	0.0	24	3.0	3	0
N#C/C(=C\c1ccco1)c1nc2ccccc2s1	3.2	-3	1	3	-3.6	0.9	-11	0.0	54	.
COc1ccccc1CNCC(=O)Nc1ccc(N2CCOCC2)cc1	3.6	-10	4	10	-0.5	2.5	-2	-2.2	-12	-1
COC(=O)c1ccc(NC(=O)CCN2CCN(c3ccccc3)CC2)cc1	2.0	5	-3	-5	-3.3	-0.4	0	-6.1	18	-5
Cc1cccc(NC(=O)C23CCC(C)(/C(=N/O)C2)C3(C)C)c1 (centres undefined)	2.1	-6	-3	6	-0.4	-1.8	6	1.7	.	-6
Fc1ccc(NC(=S)Nc2cc(-c3ccccc3)[nH]n2)cc1Cl	4.5	-13	-1	13	-0.6	5.7	3	5.3	-15	-3
Cc1noc(C)c1S(=O)(=O)Nc1ccccc1N1CCOCC1	0.2	-4	4	4	-0.6	3.0	8	-1.6	.	3
Cc1oc(-c2ccccc2)cc1C(=O)Nc1cccc(/C=C\C(=O)O)c1	4.4	-8	-4	8	-3.8	0.8	-10	0.3	2	3
O=S(=O)(NC(CO)Cc1ccccc1)c1cc(Cl)ccc1F (centres undefined)	0.1	7	5	-7	0.2	.	-9	.	3	-3
CCOc1ccc(NC(=O)NNC(=O)COc2ccc3ccccc3c2)cc1	-0.5	14	.	-14	-0.2	0.9	-3	-1.4	-3	6
COC(=O)[C@]1(Cc2ccccc2)N[C@H](CN(C)S(=O)(=O)c2ccc(C(C)(C)C)cc2)[C@@H]2C(=O)N(C)C(=O)[C@@H]21	1.0	1	-3	-1	0.0	0.7	12	-1.1	4	-3
CN(CC(=O)Nc1ccc(Cl)cc1)C(=O)CCc1nc2sc3c(c2c(=O)[nH]1)CCCC3	3.1	-28	2	28	0.6	0.5	2	-0.8	10	-3
CC1CCC(NC(=O)C(NC(=O)c2ccccc2)C(C)C)CC1 (centres undefined)	0.8	7	.	-7	0.0	-2.4	-4	-0.5	-4	1
COCc1cc(C)nc2sc(C(=O)N3CCN(c4ccccc4)CC3)c(N)c12	3.1	-22	-1	22	0.3	-2.0	5	0.9	.	-4
Cc1ccc(S(=O)(=O)N2CCCN(C(=O)c3ccc(-n4cccn4)cc3)CC2)cc1	-2.0	19	-3	-19	-1.4	0.3	-2	-0.2	3	-1
CCOC(=O)Nc1ccc2c(COC(=O)CN(C)S(=O)(=O)c3ccc(C)cc3)cc(=O)oc2c1	-6.3	-46	-6	46	-0.6	2.2	-2	-0.3	25	13
CCOc1cccc2sc(=NC(=O)CCS(=O)(=O)c3ccccc3)n(CC)c12	-2.4	-6	-1	6	-2.1	3.0	22	0.2	-7	-1

Record cards, as listed above.
Shown for `CC1S/C(=C(\C#N)C(=O)NCc2ccco2)N(c2ccc(F)cc2)C1=O` (centres undefined) : phage Ecoli inh = -0.3; SR-BI uptake up = -10; CAL PDZ FP-1 = 0; SR-BI DiI inh = 10; CAL PDZ FP-2 = 0.9; AddAB inh = -0.6; Tat transport = -6; Ecoli viability = 0.2; MITF act = 8; Wnt act = .
Shown for `N#C/C(=C\c1ccco1)c1nc2ccccc2s1` : phage Ecoli inh = 3.2; SR-BI uptake up = -3; CAL PDZ FP-1 = 1; SR-BI DiI inh = 3; CAL PDZ FP-2 = -3.6; AddAB inh = 0.9; Tat transport = -11; Ecoli viability = 0.0; MITF act = 54; Wnt act = .

The results go on:
SMILES	phage Ecoli inh	SR-BI uptake up	CAL PDZ FP-1	SR-BI DiI inh	CAL PDZ FP-2	AddAB inh	Tat transport	Ecoli viability	MITF act	Wnt act
Cn1c(-c2cccc(Br)c2)cnc1NCc1ccccc1O	0.9	-9	-3	9	-1.0	.	-3	.	.	0
Cc1ccc(C(=O)O/N=C\c2ccc(N3CCCCC3)c([N+](=O)[O-])c2)cc1	0.7	-7	-1	7	-1.2	-0.2	-14	1.4	8	-1
CCN(CC)CC(C)OC(=O)COc1ccc(OC)cc1 (centres undefined)	1.4	22	-2	-22	0.2	1.2	-2	-0.5	.	5
CN(C)/C=N/c1ncn(-c2ncc(C(F)(F)F)cc2Cl)n1	4.3	29	1	-29	-1.6	0.7	-10	2.8	47	.
O=C1CC(N2CCSCC2)C(=O)N1c1ccc(F)cc1 (centres undefined)	2.6	26	-2	-26	-0.4	2.7	10	0.7	16	0
O=C(c1ccco1)N1CCN(C(c2cccs2)c2sc3ncnn3c2O)CC1 (centres undefined)	2.2	11	.	-11	-0.5	-0.5	-22	4.8	.	-7
COc1ccc(CCNC(=O)CSc2nnnn2Cc2ccc3c(c2)OCO3)cc1OC	1.6	-4	0	4	0.0	-1.9	19	-0.5	5	.
O=C(c1ccc(N2C(=O)C3C4CC(C(Br)C4Br)C3C2=O)cc1)N1CCCCC1 (centres undefined)	1.9	-5	.	5	-0.1	.	-1	.	.	-1
FC(F)(F)c1cccc(N2CCC(N=CN3CCCCCC3)=N2)c1	2.9	-9	-6	9	-0.7	3.7	4	1.2	36	16
CC1Cc2ccccc2N1C(=O)CN1CCN(Cc2ccccc2)CC1 (centres undefined)	-0.6	-12	-4	12	0.2	1.3	7	-0.7	17	0
CC(Nc1nc(N2CCN(CCO)CC2)nc2ccccc12)c1ccccc1 (centres undefined)	3.3	-4	0	4	-13	0.5	-6	-0.2	8	-1
CC(=O)Nc1ccc(N/C(C)=C/C(=O)c2cccnc2)cc1	2.4	21	-5	-21	-3.0	4.0	-4	-1.6	-11	-2
O=C(COc1ccc(/C=N/NS(=O)(=O)c2ccccc2)cc1)NCCc1ccccc1	2.1	.	1	.	-1.1	2.4	-1	1.0	8	.
COc1cc(N)c2ncccc2c1OC	2.1	15	-4	-15	1.8	.	-3	.	-10	2
CCCOc1ccc(OCCN2CCCC(C)C2)cc1 (centres undefined)	-0.5	26	-1	-26	-2.0	-0.2	-6	-0.4	5	-3
Cc1ccc(-n2nnnc2SC(C)C(N)=O)c(C)c1 (centres undefined)	6.3	-9	-3	9	-0.9	0.6	5	1.5	.	0
O=C(Oc1c(CN2CCOCC2)cc(Cl)c2cccnc12)c1ccccc1F	-6.1	-1	-2	1	-0.5	-0.7	6	-6.1	-68	19
CC(OC(=O)Cn1cnc2c1c(=O)n(C)c(=O)n2C)C(=O)NC1(C#N)CCCCC1 (centres undefined)	4.5	-1	-3	1	-0.2	.	-1	.	13	-1
Cc1ccc(C(=O)NCCN2CCNC2=O)cc1	3.2	10	.	-10	-1.4	1.7	-10	-0.7	.	11
C=Cn1cc[n+](CC(=O)c2ccc(Br)s2)c1	4.3	7	-1	-7	1.0	-1.4	-1	-0.1	.	1
O=C(CNC(=O)c1cccs1)NCC(=O)OCc1ccc(Cl)cc1Cl	0.1	22	-3	-22	-1.6	0.1	-2	1.9	-5	.
CN1CCCc2cc3c(C(F)(F)F)cc(=O)oc3nc21	2.0	-11	-3	11	-1.7	-0.1	0	0.4	0	-5
CC(=O)Nc1ccc(Nc2cc(C(C)C)nc3c(-c4ccccc4)c(C)nn23)cc1	-0.6	-49	-4	49	-0.7	-1.6	24	-1.9	-17	-9
CCN(CC)c1ccc(/C=N/NC(=O)c2ccco2)cc1	2.0	-10	-4	10	0.3	1.3	5	0.7	11	4
N#CCCn1cc(/C=N/NC(N)=S)c(-c2ccccc2)n1	3.6	-79	.	79*	-0.3	-1.9	-12	-0.2	1	-1
(next part)
SMILES	phage Ecoli inh	SR-BI uptake up	CAL PDZ FP-1	SR-BI DiI inh	CAL PDZ FP-2	AddAB inh	Tat transport	Ecoli viability	MITF act	Wnt act
COc1cc2c(cc1NC(=O)/C=C/c1ccccc1)oc1ccccc12	1.2	-80	-3	80*	0.4	1.4	-4	1.4	-10	-2
COc1ccc(CN2C(=O)c3ccccc3C2C(=O)NC2CCCC2)c(OC)c1 (centres undefined)	2.4	19	.	-19	-2.1	1.2	5	0.1	-11	.
COc1cc(NC2c3ncccc3C(=O)N2Cc2ccco2)cc(OC)c1 (centres undefined)	5.2	13	-1	-13	-2.3	-0.2	-6	-0.2	-8	.
CCCOc1ccc(/C(O)=C2/C(=O)C(=O)N(CCN(C)C)C2c2ccc(O)c(OC)c2)cc1 (centres undefined)	.	8	0	-8	-1.5	.	?	.	1	.
CN1CCCN(c2ncnc3scc(-c4ccc(F)cc4)c23)CC1	2.6	22	3	-22	-1.4	0.0	0	-0.1	16	-4
COc1cc(-n2c(N)c(C(=O)NCc3ccco3)c3nc4ccccc4nc32)cc(OC)c1OC	5.0	1	-2	-1	-3.1	-1.3	-2	-2.5	-5	-22
Oc1c(/C=C/C=C/C=Nc2ccccc2)sc(=S)n1Cc1ccccc1	0.2	.	.	.	.	-0.4	.	-1.0	.	-1
Cc1ccc(C)c(N(CC(=O)NCc2ccccc2)C(=O)c2csnn2)c1	1.4	9	-1	-9	-2.6	4.0	1	-0.9	-12	-5
Cc1ccc(-n2nc3c(c2NC(=O)c2ccc4c(c2)OCO4)CS(=O)(=O)C3)cc1	2.9	3	3	-3	-3.0	3.5	-4	-1.4	-8	-1
Cc1ccc(NC(=O)Nc2cccnc2)cc1	2.5	12	-4	-12	-0.6	-0.7	-1	-1.3	.	9
CCn1c(/C=C2/C(=O)N(C)c3ccccc32)nc2ccccc2c1=O	2.6	23	0	-23	-1.1	4.7	1	0.5	.	4
O=C1CCCC2=C1C(c1ccccc1O)C1=C(CCCC1=O)O2	1.7	35	-2	-35	1.7	3.2	2	0.1	0	.
O=C(CCCn1c(=O)[nH]c2ccsc2c1=O)NC1CCCCC1	-0.9	29	-1	-29	0.1	4.6	37	2.8	-8	-2
